# Source: PubChem (several laboratories)
# SDO1 yeast rescue – growth rescue of sdo1-depleted yeast, primary screen, S. cerevisiae, bone marrow failure model; S. cerevisiae sdo1-depleted JHY4D growth rescue, OD600 30 h; hits give high values; pdr5 snq2 efflux-pump mutant strain; z-score at 10 µM; 140,000 tested, 0.21% active; AID 817, 2007;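 active = z-score above 3 at both the 24 hr and the 30 hr optical density reads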;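 note: z-score against mean and SD of all compound wells on the same plate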
# INS promoter inh – inhibitors of insulin promoter-driven GFP, primary screen, imaging, TRM-6 cells (human fetal islet line), eGFP reporter, cell count; reporter expression induced with tamoxifen; inhibition, % at 2 µM; 130,000 tested, 0.9% active; AID 1273, 2008;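 active = inhibition above the mean plus 3 SD, with well images judged a real hit on visual review, cut at about 60% in these data, passing the limit was not always enough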
# SDO1 yeast rescue Rescue 24 h – recorded beside SDO1 yeast rescue, whose call it bears; z-score; S. cerevisiae sdo1-depleted JHY4D growth rescue, OD600; measured here: growth rescue at 24 h;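 0 is the plate mean of compound wells and units are plate SD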
# Starred values were filed as active, the others as inactive; . = no result given.
[1] COC(=O)c1ccccc1NC(=O)c1nc2nc(C)cc(C(F)F)n2n1
[2] Cc1noc(C)c1COC(=O)COc1ccc2c(C)cc(=O)oc2c1
[3] CCCOC(=O)CCc1n[nH]c(=O)[nH]c1=O
[4] Cc1ccc(CNC(=O)CO/N=C/c2ccc(C(C)(C)C)cc2)cc1
[5] Cc1ncc(N=Nc2ccccc2Cl)c(-c2ccccc2)n1
[6] Cc1c(NC(=O)CSc2nc3c(cnn3-c3ccccc3)c(=O)[nH]2)c(=O)n(-c2ccccc2)n1C
[7] O=C(O)C1C2C=CC(C2)C1C(=O)Nc1ccc2c(c1)OCCO2 (stereo not given)
[8] CN1CCN(C(=O)C23CCC(C)(c4nc5ccccc5nc42)C3(C)C)CC1 (stereo not given)

compound no.	1	2	3	4	5	6	7	8
SDO1 yeast rescue	0.27	0.7	0.87	-0.88	-0.66	1.2	1.5	-0.22
SDO1 yeast rescue Rescue 24 h	-0.04	0.69	1.4	-0.69	2.6	1	0.87	0.19
INS promoter inh	33	.	-24	4	0	-6	-31	-24

[9] CO/N=C/C(C#N)c1ncc(C(F)(F)F)cc1Cl (stereo not given)
[10] N#Cc1c(N)nc2c(c1N)CC(COc1ccccc1)O2 (stereo not given)
[11] CCOC(=O)N1CCN(c2cc3[nH]c(=S)[nH]c3cc2F)CC1
[12] COc1ccc(C(=O)Nc2cc(C)cc(C)c2)cc1S(=O)(=O)N1CCOCC1
[13] N#Cc1cnc(NOCc2ccc(Cl)cc2)nc1
[14] CCN(CC)CCCNC(=O)C(C)n1nc(C)c2sc3ccccc3c2c1=O (stereo not given)
[15] O=C(Nc1ccc(NC(=S)NC(=O)c2ccccc2Cl)cc1)c1cccc(Cl)c1
[16] CCOc1ccc(-n2c(=O)cc(N3CCN(c4ccccc4)CC3)[nH]c2=O)cc1

compound no.	9	10	11	12	13	14	15	16
SDO1 yeast rescue	-0.31	0.06	-0.18	-0.52	.	1	.	0.45
SDO1 yeast rescue Rescue 24 h	-0.8	-0.48	-0.69	-0.53	.	0.6	.	0.59
INS promoter inh	9	.	14	-24	11	-253	23	-120

[17] O=C(CSc1nnc2sc3ccccc3n12)NCc1ccco1
[18] Cc1cc(NC(=O)CSc2nncn2N)no1
[19] O=C(Oc1cc2oc(=O)c3c(c2cc1Cl)CCCC3)c1ccco1
[20] Cc1csc2ncc(C(=O)Nc3ccc(C(F)(F)F)cc3)c(=O)n12
[21] CCNc1nc(NCC)n2c(SCC(=O)Nc3ccc(F)cc3[N+](=O)[O-])nnc2n1
[22] Cc1ccc(C)n1-c1ccccc1N1CCCCC1
[23] Cc1csc(=O)n1CCC(=O)O
[24] O=C1C(C=NCCN2CCOCC2)=C(O)c2ccccc21

compound no.	17	18	19	20	21	22	23	24
SDO1 yeast rescue	0.13	.	-1.4	-0.54	.	.	0.56	0.37
SDO1 yeast rescue Rescue 24 h	-0.42	.	-1.2	-0.63	.	.	0.49	-0.12
INS promoter inh	45	38	-6	.	-33	-79	.	-31

[25] COc1ccc(C2C3=C(CC(C)(C)CC3=O)Oc3ncn(CC(C)C)c(=N)c32)cc1 (stereo not given)
[26] CCOc1cc(/C=C/c2nc3cc(C)c(C)cc3s2)ccc1OCC(=O)N1CCOCC1
[27] O=C(/C=C\c1ccc2c(c1)OCO2)NC1(C(=O)Nc2ccc3c(c2)OCO3)CCCCC1
[28] COc1ccc(S(=O)(=O)N(C)CC(=O)Nc2c(F)cccc2F)cc1
[29] CC1CCN(Cc2nnnn2-c2cccc([N+](=O)[O-])c2)CC1
[30] CC(C)OC(=O)NCN1C(=O)C2C3C=CC(C3)C2C1=O (stereo not given)
[31] CCOc1c2ccc(C(=O)NCc3ccc(C)cc3)cc2nn1CC
[32] Cc1ccc(CCNC(=O)C2CCN(S(=O)(=O)c3c(C)nn(C)c3C)CC2)cc1

compound no.	25	26	27	28	29	30	31	32
SDO1 yeast rescue	-0.15	0.76	-0.15	-0.1	0.29	0.15	-0.01	0.55
SDO1 yeast rescue Rescue 24 h	-0.88	0.45	-0.72	-0.23	-0.15	-0.24	-0.23	1.8
INS promoter inh	-12	7	22	-8	.	-6	.	.

[33] CCOc1ccccc1NC(=O)C(=O)NCC1CCCN1CC (stereo not given)
[34] CCn1c(SCC(=O)NCCc2ccc(Cl)cc2)nnc1-c1cccs1
[35] O=C(OCC(=O)N1CCc2ccccc21)C1=COCCO1
[36] O=C(CN1C(=O)C2CCCCC2C1=O)Nc1nccs1 (stereo not given)
[37] O=C(NNS(=O)(=O)c1ccc(F)cc1)c1ccc(S(=O)(=O)N2CCCCC2)cc1
[38] N#Cc1ccccc1N=C1CCCN1Cc1ccccc1
[39] Cn1c(CN2CCN(C(=O)c3ccc(F)cc3)CC2)nc2cc([N+](=O)[O-])ccc21
[40] C=CCn1c(-c2cccnc2Cl)nc2cc(Cl)c(Cl)cc21

compound no.	33	34	35	36	37	38	39	40
SDO1 yeast rescue	2	-0.66	-0.02	.	0.85	-0.77	0.92	-0.87
SDO1 yeast rescue Rescue 24 h	1.6	-0.63	-0.44	.	0.32	-0.72	-0.25	-0.26
INS promoter inh	12	44	-25	-29	-17	.	-2	39

[41] Cc1nnc(NC(=O)c2c(F)c(F)c(F)c(F)c2F)s1
[42] NC(N)=N/N=C/c1cccc([N+](=O)[O-])c1O
[43] NC(=O)c1ccccc1N=Cc1ccccn1
[44] COc1ccc([N+](=O)[O-])cc1NC(=O)Nc1ccccc1
[45] CCOC(=O)CC(N)c1ccc2c(c1)OCO2 (stereo not given)
[46] O=S(=O)(Nc1cccc(C(F)(F)F)c1)c1cnc[nH]1
[47] COc1cccc(Oc2ccc(N)cc2)c1
[48] Cn1c(CSCc2ccccc2)nnc1SCC(=O)Nc1nccs1

compound no.	41	42	43	44	45	46	47	48
SDO1 yeast rescue	0.24	.	0.3	-0.04	0.43	-0.22	0.02	1.5
SDO1 yeast rescue Rescue 24 h	0.47	.	-0.21	-0.14	-0.18	-0.06	-0.3	0.38
INS promoter inh	-278	11	6	-7	0	.	0	-24

[49] O=C(C1CC2CCC1C2)N1CCN(Cc2ccc3c(c2)OCO3)CC1 (stereo not given)
[50] c1ccc(CSc2snnc2-c2ccccc2)cc1
[51] COC(=O)c1cc(Br)c(=O)n(CCC2=CCCCC2)c1
[52] CCn1cnc2sc(-c3ccccc3)cc2c1=O
[53] CCOC(=O)CSc1nccc(N(C)C)c1C#N
[54] CC(C)(C)C1CCC(OC(=O)C[N+]2(C)CCCC2)CC1 (stereo not given)
[55] Cn1c(C(=O)NCCCN2CCN(c3ccccc3F)CC2)cc2c(=O)n(C)c3ccccc3c21
[56] O=C(CSc1nnnn1-c1ccc2c(c1)OCO2)NCc1ccccc1

compound no.	49	50	51	52	53	54	55	56
SDO1 yeast rescue	0.01	-0.55	-0.75	-0.99	0.11	.	1.6	-0.4
SDO1 yeast rescue Rescue 24 h	-0.36	-0.85	-0.69	-0.92	-0.4	.	0.94	0
INS promoter inh	46	11	25	.	-11	-12	.	5

[57] CC(C)CCNC(=O)Nc1ccc2c(c1)N(C)C(=O)CS2
[58] CC(C)CCOc1ccc(C(=O)O)cc1
[59] Cc1ccc(NC(=O)NC(=O)CSc2nnc(-c3ccc(Cl)cc3Cl)n2N)c(C)c1
[60] Cc1cc(C)c2nc(NC(=O)c3ccc(OCC4CCCO4)cc3)sc2c1 (stereo not given)
[61] COc1ccc(C(=O)Nc2cc(OC)cc(OC)c2)cc1
[62] COc1ccc2c(c1)-c1ccccc1S(=O)(=O)N2C(C)=O
[63] COc1cc2c(cc1OC)-c1nc3ccccc3c(=O)n1C(C)(C)C2
[64] O=C(CSc1nc(-c2ccccc2)c(-c2ccccc2)[nH]1)Nc1ccc2c(c1)OCO2

compound no.	57	58	59	60	61	62	63	64
SDO1 yeast rescue	0.66	-0.41	0.39	-0.02	-0.85	-1.1	-1.1	-0.82
SDO1 yeast rescue Rescue 24 h	2	0.95	0.14	0.28	-1.3	-0.71	-1.3	-0.19
INS promoter inh	24	.	.	48	-7	-184	-39	-55

# A stretch taken from the entries so far, as a working copy:
[1] COC(=O)c1ccccc1NC(=O)c1nc2nc(C)cc(C(F)F)n2n1
[2] Cc1noc(C)c1COC(=O)COc1ccc2c(C)cc(=O)oc2c1
[3] CCCOC(=O)CCc1n[nH]c(=O)[nH]c1=O
[4] Cc1ccc(CNC(=O)CO/N=C/c2ccc(C(C)(C)C)cc2)cc1
[5] Cc1ncc(N=Nc2ccccc2Cl)c(-c2ccccc2)n1
[6] Cc1c(NC(=O)CSc2nc3c(cnn3-c3ccccc3)c(=O)[nH]2)c(=O)n(-c2ccccc2)n1C
[7] O=C(O)C1C2C=CC(C2)C1C(=O)Nc1ccc2c(c1)OCCO2 (stereo not given)
[8] CN1CCN(C(=O)C23CCC(C)(c4nc5ccccc5nc42)C3(C)C)CC1 (stereo not given)
[9] CO/N=C/C(C#N)c1ncc(C(F)(F)F)cc1Cl (stereo not given)
[10] N#Cc1c(N)nc2c(c1N)CC(COc1ccccc1)O2 (stereo not given)

compound no.	1	2	3	4	5	6	7	8	9	10
SDO1 yeast rescue	0.27	0.7	0.87	-0.88	-0.66	1.2	1.5	-0.22	-0.31	0.06
SDO1 yeast rescue Rescue 24 h	-0.04	0.69	1.4	-0.69	2.6	1	0.87	0.19	-0.8	-0.48
INS promoter inh	33	.	-24	4	0	-6	-31	-24	9	.

[11] CCOC(=O)N1CCN(c2cc3[nH]c(=S)[nH]c3cc2F)CC1
[12] COc1ccc(C(=O)Nc2cc(C)cc(C)c2)cc1S(=O)(=O)N1CCOCC1
[13] N#Cc1cnc(NOCc2ccc(Cl)cc2)nc1
[14] CCN(CC)CCCNC(=O)C(C)n1nc(C)c2sc3ccccc3c2c1=O (stereo not given)
[15] O=C(Nc1ccc(NC(=S)NC(=O)c2ccccc2Cl)cc1)c1cccc(Cl)c1

compound no.	11	12	13	14	15
SDO1 yeast rescue	-0.18	-0.52	.	1	.
SDO1 yeast rescue Rescue 24 h	-0.69	-0.53	.	0.6	.
INS promoter inh	14	-24	11	-253	23
